All columns: NCI-60 one-dose screen, growth in % after 48 h at 10 µM unless noted; 100 = growth as untreated, 0 = no growth, -100 = all killed.
T-47D = T-47D breast cancer. 79,000 tested, 5% active
SK-MEL-28 = SK-MEL-28 melanoma | 81,000 tested, 4.1% active
MDA-MB-468 = MDA-MB-468 breast cancer; 78,000 tested, 8.5% active
LOX IMVI = LOX IMVI melanoma | 79,000 tested, 7.4% active | AID 1794757
HS 578T = HS 578T breast cancer; 78,000 tested, 4.1% active
BT-549 = BT-549 breast cancer; 78,000 tested, 4.4% active; AID 1794793
MDA-MB-231 = MDA-MB-231 breast cancer; 81,000 tested, 5% active; AID 1794789
MCF7 = MCF7 breast cancer | 82,000 tested, 6.3% active | AID 1794796
* = called active by the depositor; · = no result given; & = joins results of further samples; [ ] = remark or other dose. How the source made its calls: active means growth percent below 10; inactive means the rest.

SMILES	T-47D	SK-MEL-28	MDA-MB-468	LOX IMVI	HS 578T	BT-549	MDA-MB-231	MCF7
O=c1cc(-c2ccccc2)[nH]c(-c2ccccc2)c1	104	143	85	104	99	93	100	91
COc1ccc(NC(C)=O)c(C)c1	93	97	116	101	107	108	102	97
C#C[C@@]1(O)[C@@H](CO)O[C@@H](n2cc(Cl)c3c(N)ccnc32)[C@@H]1O	94	100	72	42	102	90	57	37
CC(=O)c1ccc2ccc3ccccc3c2c1	86	115	115	99	94	89	107	93
O=C(Nc1cccc(Cl)c1)c1ccc(Cl)cc1Cl	·	101	97	99	93	·	98	83
Cn1nnnc1SCC1=C(C(=O)O)N2C(=O)C(NC(=O)C(O)c3ccccc3)C2SC1 (stereo not drawn)	105	107	103	103	110	103	116	103
COc1cc(-c2nc(-c3ccc(-c4nc5ccccc5[nH]4)cc3)no2)cc(OC)c1OC	39	92	·	69	91	60	77	73
COC(=O)c1c2c(c(C)[n+]([O-])c1C)C(=O)C(NCc1ccc(OC)cc1)=CC2=O	3.5*	62	-6.3*	19	85	56	5.7*	-7.9*
Cc1ccc(S(=O)(=O)Oc2ccc(-c3ccc4occc4c3)cc2)cc1	87	102	86	93	110	98	99	87
CC(C)NS(=O)(=O)c1cccc(-c2ccc3c(=O)n(CCCN(C)C)c4c(c3c2)C(=O)c2ccccc2-4)c1	93	110	102	94	103	100	97	89
Cc1cc(C)c(C)c(I)c1C	98	108	104	99	103	103	117	107
CCN1CCN(c2cc(C)nc(N(CCNc3ccnc4cc(Cl)ccc34)Cc3ccc4c(c3)OCO4)n2)CC1	-62*	-66*	-68*	-80*	30	36	-42*	-37*
COC1(c2ccccc2)CN(Cc2ccccc2)CC(c2ccccc2)O1 (stereo not drawn)	76	106	115	94	106	120	95	91
Cc1cc(-c2ccc(Cl)cc2)n(Cc2nnc(SCC(=O)Nc3ccc(S(N)(=O)=O)cc3)o2)n1	79	103	91	94	95	116	86	70
[O-][N+]12CCCCC1CCCC2CO (stereo not drawn)	96	105	·	100	96	76	103	89
COc1ccc(/C=N/NC(N)=S)cc1	86	112	83	96	101	104	101	103
CCOC(=O)Cc1csc2nc(-c3ccccc3)nn12	93	117	108	89	103	127	104	96
N#CCCNCC(=O)O	126	104	121	107	118	·	112	90
O=C(Cn1c(=O)ccn(CCCCCCCCOc2ccc(Br)cc2)c1=O)Nc1ccc(Oc2ccccc2)cc1	36	58	31	42	80	51	52	41
C=C(C)C(=O)OCCOCCOCCOC(=O)C(=C)C	102	101	95	97	109	106	100	99
COc1ccc(-c2cc(-c3cccnc3)nc(SCC(=O)c3ccccc3)c2C#N)cc1OC	60	97	99	86	94	·	82	98
c1ccc(Nc2ccc(-c3ccc(Nc4ccccc4)cc3)cc2)cc1	95	103	131	102	115	103	100	94
CCN(CC)/C([O-])=c1\cccc\c1=C1\N=C(c2ccccc2)N=C1[n+]1ccc(-c2ccccc2)cc1	91	106	·	92	109	93	100	93
O=C(CCCCCCCCCCBr)OCc1ccccc1	121	116	110	97	116	·	132	101
NC(=S)N1N=C(c2ccc(Cl)cc2)CC1c1ccc2c(c1)OCO2 (stereo not drawn)	92	110	98	95	100	92	84	93
C=C(C)[C@H]1CC/C(C)=C/CC[C@@]2(C)O[C@@H]2CC/C(CO)=C\[C@@H]1OC(C)=O	98	94	·	91	99	103	116	94
Cc1nn(-c2ccccc2)nc1C(=O)Nc1ccccc1C(=O)NCC1CC1	29&77	96&104	87&107	87	24&127	85&123	24&80	57&81
Cn1cc(C(=O)c2nc(-c3c[nH]c4ccccc34)no2)c2ccccc21	44	94	-4.4*	84	56	70	70	20
Cc1cccc(Cl)c1NC(=O)C(C)N1CCCC1 (stereo not drawn)	99	120	97	102	109	96	102	97
CCCN(CCNc1cc(OC)cc2cccnc12)C(C)C	·	94	88	87	93	89	75	49

Exported as comma-separated lines: entries from further up.
SMILES,T-47D,SK-MEL-28,MDA-MB-468,LOX IMVI,HS 578T,BT-549,MDA-MB-231,MCF7
C=C(C)C(=O)OCCOCCOCCOC(=O)C(=C)C,102,101,95,97,109,106,100,99
O=C(CCCCCCCCCCBr)OCc1ccccc1,121,116,110,97,116,·,132,101

Limited to LOX IMVI (4 entries from above):
| canonical_smiles | LOX IMVI |
| --- | --- |
| C#C[C@@]1(O)[C@@H](CO)O[C@@H](n2cc(Cl)c3c(N)ccnc32)[C@@H]1O | 42 |
| Cc1cc(C)c(C)c(I)c1C | 99 |
| Cc1cc(-c2ccc(Cl)cc2)n(Cc2nnc(SCC(=O)Nc3ccc(S(N)(=O)=O)cc3)o2)n1 | 94 |
| COc1ccc(/C=N/NC(N)=S)cc1 | 96 |

A different layout for some results above:
Values run as follows: T-47D	SK-MEL-28	MDA-MB-468	LOX IMVI	HS 578T	BT-549	MDA-MB-231	MCF7
> NC(=S)N1N=C(c2ccc(Cl)cc2)CC1c1ccc2c(c1)OCO2 (stereo not drawn)
→ 92	110	98	95	100	92	84	93
> N#CCCNCC(=O)O
→ 126	104	121	107	118	·	112	90
> CCOC(=O)Cc1csc2nc(-c3ccccc3)nn12
→ 93	117	108	89	103	127	104	96

(further entries)
SMILES	T-47D	SK-MEL-28	MDA-MB-468	LOX IMVI	HS 578T	BT-549	MDA-MB-231	MCF7
COc1ccc(-c2c(C#N)c(N)nc3c(C#N)c(NC(=O)c4ccccc4)nn23)cc1	93	97	109	97	99	104	95	102
COc1ccc(C2C(C#N)=C(N)Oc3c2c(=O)n(C)c(=O)n3C)cc1 (stereo not drawn)	107	106	104	94	113	95	115	97
NC1=NC(c2ccccc2Cl)c2c(n[nH]c2N)N1 (stereo not drawn)	86	91	·	17	116	92	49	24
CCCCCCCCC/C=N/Nc1ccc([N+](=O)[O-])cn1	91	108	111	94	104	118	90	88
Nc1ccc2[nH]c(=S)[nH]c2c1	97	112	109	95	115	109	104	94
CC(C)(C)c1ccc(Cn2cc(CSc3nc4ccccc4o3)nn2)cc1	81	107	123	97	113	105	95	93
CCCCCn1sc(=O)n(Cc2ccc(CNC(=O)OCc3ccc4c(Cl)cc(Cl)c(O)c4n3)cc2)c1=O	61	56	60	52	71	71	76	69
O=C1c2ccccc2C(=O)N1CNc1ccccc1	90	110	101	96	94	115	105	93
COc1ccc(/C(C#N)=C/c2cccc(Cl)c2)cc1	65	108	88	92	91	93	90	103
O=C(/C=C/c1cn(-c2ccccc2)nc1-c1ccc(OCc2ccccc2)cc1)c1ccc(Cl)cc1	93	108	108	92	100	104	88	100
COC(=O)c1nc(N)nc(C(=O)OC)c1C(=O)c1ccc2ccccc2c1	77&97	121&129	104&121	98&101	96&107	109&130	90&117	67&100
Nc1nc2nc[nH]c2c(=O)[nH]1	103	106	·	93	97	93	95	106
Clc1nc(-c2cccnc2)nc2sc3c(c12)CCCCCC3	95	104	95	100	109	100	98	93
CN1CCN(C)c2ccncc2C1=O	96	118	105	105	109	101	123	107
O=C1CC(C2=CCCCC2)C(=O)O1 (stereo not drawn)	98	111	103	95	103	113	106	96

Shown comma-delimited: 3 of the compounds above
compound,T-47D,SK-MEL-28,MDA-MB-468,LOX IMVI,HS 578T,BT-549,MDA-MB-231,MCF7
COc1ccc(-c2cc(-c3cccnc3)nc(SCC(=O)c3ccccc3)c2C#N)cc1OC,60,97,99,86,94,·,82,98
COc1ccc(/C(C#N)=C/c2cccc(Cl)c2)cc1,65,108,88,92,91,93,90,103
COC(=O)c1c2c(c(C)[n+]([O-])c1C)C(=O)C(NCc1ccc(OC)cc1)=CC2=O,3.5*,62,-6.3*,19,85,56,5.7*,-7.9*

Continuation:
SMILES	T-47D	SK-MEL-28	MDA-MB-468	LOX IMVI	HS 578T	BT-549	MDA-MB-231	MCF7
COc1cccc(-c2nn(-c3ccccc3)cc2-c2ccnc(NCCNC(=O)Nc3ccccc3)c2)c1	20	78	50	44	31	30	48	57
CCN(CC)c1ccc(N)cc1Cl	116	105	·	99	104	110	82	103
O=C(Cn1cc(CSc2nnc3oc4ccccc4n23)nn1)Nc1cccc(Cl)c1	45	82	38	58	67	83	63	49
CC(=O)Nc1c(Cl)cc2c(c1Cl)Cc1ccccc1-2	90	124	71	88	114	99	80	91
COc1ccc2cc(S(=O)(=O)O)ccc2c1N	117	101	107	93	113	97	106	91
CCOC(=O)/C(N=O)=C(/O)c1ccncc1	90	107	107	99	125	106	113	99
CC(C)C(=O)NCc1ccccc1	96	111	94	111	100	110	102	102
O=C(O)CCC(=O)Nc1ccccc1	93	110	·	100	·	106	121	99
Cc1nn(-c2nc3ccccc3[nH]2)c(N)c1-c1ccc(Cl)cc1	23	66	42	38	87	64	85	47
O=C(Nc1cccc(Cn2c(=O)[nH]c3ccc(Oc4ncccn4)cc3c2=O)c1)Nc1c(Cl)cccc1Cl	108	107	106	105	94	109	96	92
O=C1OC2C(I)C3CC2C1C3c1ccccc1 (stereo not drawn)	95	105	92	93	143	152	97	109
CCN(CC)C(=O)c1ccccc1C	·	102	104	102	98	·	97	101
CCOC(=O)c1ccc2c(c1N1CCOCC1)N(O)ON2	98	109	·	110	103	107	100	99
O=C(Nn1cnc2ccccc21)N1CCCC1	106	116	·	98	104	97	94	108
O=C(/C=C/C12c3ccccc3C(c3ccccc31)C1C(=O)N(c3ccc(Cl)cc3)C(=O)C12)c1ccccn1 (stereo not drawn)	-3.3*	-12*	-9.4*	-89*	14	-50*	-16*	2.5*
NNC1=NC(c2cccc([N+](=O)[O-])c2)c2sc3ccc(Cl)cc3c2N1 (stereo not drawn)	87	127	92	98	103	118	84	83
CCC(C)c1ccc(OCC(C)OC(=O)Cc2ccccc2)cc1 (stereo not drawn)	95	109	102	101	110	96	98	105
CCCNC(C)(C)COC(=O)c1ccccc1	100	118	113	108	114	95	113	112
Cc1ccc(-c2cnc3sc(C(=O)NCc4ccccc4)c(C)n23)cc1	110	108	109	97	100	97	100	92
C=C(OC1CC(Oc2ccc(C(C)C)cc2)(C(C)C)CCC1(C)O)C(O)(CCC(C)(O)C(=O)OC1(C(C)C)CC=C(C)CC1)C(C)C (stereo not drawn)	106	102	96	99	101	101	103	92
NC(=S)N/N=C1\C=CCCC1	·	111	94	·	114	97	107	96
N#CC1=C(N)n2nc(-c3ccncc3)nc2NC1c1cccc2ccccc12 (stereo not drawn)	66	106	76	79	80	90	78	80
CC(C)C(C)(NS(=O)(=O)c1ccccc1)C(=O)O (stereo not drawn)	83	109	89	95	108	98	97	92
O=[N+]([O-])c1ccc(OCCCCOc2ccccc2)c(Cl)c1	115	100	113	102	105	103	108	95
CCN1CCN(c2nc(NNC(=O)c3cccc(OC)c3)nc(N3CCN(C(c4ccccc4)c4ccccc4)CC3)n2)CC1	48	63	55	7.3*	64	63	72	13
CS(=O)c1nccc(-c2c(-c3ccc(F)c(OCc4ccc(F)cc4)c3)nc3sccn23)n1 (stereo not drawn)	-37*	41	-69*	79	98	102	68	-50*
Cn1ccnc1C(=O)/C=C/c1ccc(C(=O)Nc2ccccc2O)cc1	2.5*	73	-3.9*	-18*	79	28	46	10
Cc1nc2cnc(N)c(C#Cc3cncc(C(=O)Nc4ccc(CN5CCN(C)CC5)c(C(F)(F)F)c4)c3)c2nc1C	45	-27*	56	-89*	-20*	36	-12*	1.7*
CCC(Br)(CC)C(=O)c1ccc(OCC(=O)O)c(Cl)c1Cl	112	111	·	97	107	79	107	93
NC(=O)c1ccco1	101	99	97	96	85	91	103	98
O=[N+]([O-])c1ccc(NS(=O)(=O)c2ccccc2)c(Cl)c1	107	106	97	102	103	111	109	91
CN(C)/C=C1\SC(=Nc2ccc(Cl)cc2)NC1=O	105	101	110	101	95	104	93	91
COCCn1cc(-c2nc(-c3cn(CCOC)c4ncccc34)cs2)c2ccccc21	-3.6*	105	-17*	86	87	78	49	11
CCCCCCCCCC(=O)CCCCCCC	104	102	93	100	106	91	97	94
CCCCCc1c(C)[nH]c(/C=C2\N=C(c3ccc[nH]3)C=C2OCc2ccccc2)c1C	-78*[100 µM]	-90*[100 µM]	-52*[100 µM]	-63*[100 µM]	·	-95*[100 µM]	-86*[100 µM]	-73*[100 µM]
O=c1[nH]c(N2CCOCC2)nc2c(-c3cccc4c3sc3ccccc34)cc(Cl)cc12	86	103	101	93	99	103	99	87
N#Cc1c2c([nH]c(=O)c1C#N)CCC2	95	111	94	96	102	105	98	93
Cc1ccccc1-n1nnc(C(=O)Nc2ccc(-c3ccccc3)cc2)c1C	·	76[50 µM]	16[50 µM]	65[50 µM]	102[50 µM]	79[50 µM]	83[50 µM]	58[50 µM]
COc1cc(C)ccc1Oc1nc(Nc2ccc(N3CCOCC3)cc2)ncc1NCc1cc(C(F)(F)F)cc(C(F)(F)F)c1	67	103	91	89	69	92	61	83
CC(C)C(C(N)=O)c1ccccc1 (stereo not drawn)	100	113	107	92	110	101	105	100
NC(=S)NCCN1CCOCC1	·	107	126	108	97	123	·	104
COc1cc(C2=NN(C(C)=O)C(c3sc(Cl)nc3Cl)C2)cc(OC)c1OC (stereo not drawn)	79	94	87	90	99	95	88	89
COc1cc(-c2nc3sc(C4CC4)nn3c2-c2ccc(C(F)(F)F)cc2)cc(OC)c1OC	60	76	65	67	59	83	56	47
NNC(=O)c1ccc(NS(=O)(=O)Cc2ccccc2)cc1	·	102	99	94	90	95	103	89
CC1=[N+](C)C(C)(C)CC(C)O1 (stereo not drawn)	102	105	127	110	100	90	108	102
N#C/C(=C\c1ccc(Br)cc1)n1nnc2ccc(F)cc21	8.5*	-5.3*	-9.1*	-64*	3.6*	1.5*	-11*	5.2*
CCCNC(=O)Oc1ccc(/C(=C(\C)c2ccccc2)c2ccc(OCCN3CCCCC3)cc2)cc1	39	71	74	74	67	70	82	28
CCOC(=O)/C(=C/c1ccc(OC)cc1)C(=O)c1ccccc1	79	103	88	51	71	·	93	45
COc1ccc(C(O)c2cnccc2NC2CCCCC2)cc1OC (stereo not drawn)	84	104	·	94	92	98	89	91
CCOC(=O)c1ccc2c(c1)c1c(C)c3cccnc3c(C)c1n2C	45	85	64	23	85	79	51	·
Cc1ccc(S(=O)(=O)N(CCCc2c(C)nc(N)[nH]c2=O)Cc2ccc([N+](=O)[O-])cc2)cc1	91	110	·	101	81	106	·	103

Assay outcomes deposited in PubChem BioAssay by NCI.
